NCI-60 one-dose screen, 48 h, at 10 µM unless noted. Numbers give growth in % (100 = growth as untreated, 0 = no growth, -100 = all killed).
RXF 393: RXF 393 renal cancer cells | hit rate 6.9% among 77,000
A498: A498 renal cancer cells. hit rate 5.4% among 76,000
CAKI-1: CAKI-1 renal cancer | hit rate 4.7% among 75,000
OVCAR-3: OVCAR-3 ovarian cancer. hit rate 7% among 79,000
OVCAR-5: OVCAR-5 ovarian cancer; hit rate 2.9% among 82,000; AID 1794783
ACHN: ACHN renal cancer. hit rate 4.9% among 81,000. AID 1794771
OVCAR-8: OVCAR-8 ovarian cancer; AID 1794782; hit rate 4.4% among 81,000
TK-10: TK-10 renal cancer cells | hit rate 3.9% among 81,000 | AID 1794769
* = called active by the depositor; / = no result given; & = joins results of further samples; [ ] = dose if it differs, or a comment. The calls were made as follows: active = growth percent below 10; inactive = the rest. Some of the compounds tested, so the mix of outcomes need not match the whole.

SMILES	RXF 393	A498	CAKI-1	OVCAR-3	OVCAR-5	ACHN	OVCAR-8	TK-10
CCOC(=O)CSc1c(-c2ccccc2)c2cc(Cl)ccc2[nH]c1=O	103	101	92	106	105	98	115	107
COc1cc(C(=O)Nc2cccc(-c3cc(=O)c4ccccc4o3)c2)cc(OC)c1OC	/	78	50	72	96	68	49	87
O=c1c2cc(F)cc(Cl)c2sc2c(NCCCNCCO)nc3ccccc3c12	80	56	71	96	94	84	96	100
Nc1ncnc2c1N=C1c3ccccc3C(=O)C1C(c1ccc(Cl)cc1)N2 (stereo not drawn)	/	87	68	91	86	79	97	121
COc1cc(/C=C2\Oc3cc(OCCN4CCCCC4)ccc3C2=O)cc(OC)c1OC	101	85	95	101	105	100	99	113
O=C(Nc1ccccc1)C(=S)N1CCOCC1	97	109	97	107	102	107	102	94
NC(=O)c1cccc(-n2ccc3cc(NC(=O)Nc4ccc(Cl)c(Cl)c4)ccc32)n1	6.3*	/	58	83	106	75	81	81
CC(C)OC(=O)Nc1cc(C(F)(F)F)ccc1F	117	97	88	/	100	98	101	111
CC1(c2ccccc2)Nc2ccccc2-c2nc3ccccc3n21 (stereo not drawn)	64	87	95	96	95	89	108	90
Nc1nnc(-c2c[nH]c3ncccc23)c(-c2c[nH]c3ccc(F)cc23)n1	125	132	98	112	100	88	99	120
CCCCNC(=O)NS(=O)(=O)c1ccc(N2N=C(c3cc(C)ccc3C)CC2c2cc(OC)c(OC)c(OC)c2)cc1 (stereo not drawn)	45	35	39	53	96	64	53	74
CN(C)c1ccc(C2C(C#N)=C(N)Oc3c2ccc2ccccc32)cc1 (stereo not drawn)	83	/	27	78	99	88	94	143
CCN(CC)S(=O)(=O)c1ccc(O)c(NC(=O)c2sc3cc(F)ccc3c2Cl)c1	/	130	107	118	/	119	132	124
N#Cc1ccccc1NC(=O)Nc1ccc(Cl)cc1Cl	91[100 µM]	86[100 µM]	74[100 µM]	89[100 µM]	91[100 µM]	92[100 µM]	101[100 µM]	131[100 µM]
CCNC(=O)OCCO[C@H]1Cc2cc3ccc(=O)oc3cc2OC1(C)C	110	89	92	110	108	110	102	101
C/C=C(/C)C(=O)O[C@@H]1[C@H](OC(C)=O)[C@@]2(CO)C(CC1(C)C)C1=CCC3[C@@]4(C)CC[C@H](O[C@@H]5O[C@H](C(=O)O)[C@@H](O[C@@H]6O[C@H](CO)[C@@H](O)[C@H](O)[C@H]6O)[C@H](O)[C@H]5O[C@@H]5O[C@H](CO)[C@@H](O)[C@H](O)[C@H]5O)[C@](C)(CO)C4CC[C@@]3(C)[C@]1(C)C[C@H]2O (stereo partly drawn)	62	94	73	101	91	72	100	102
Clc1ccc(/C=N/c2n[nH]c(Nc3ccccc3)n2)cc1	116	98	96	120	100	107	102	98
COc1ccc(C2=C(c3cc(OC)c(OC)c(OC)c3)C(=O)CC2)cc1	1.2*	-4.3*	53	-65*	33	38	23	61
Cc1cccc(C)c1NC=O	102	114	104	105	115	104	99	/
COc1ccc(/C=C(\c2cc(OC)c(OC)c(OC)c2)c2nnc(-c3cccs3)o2)cc1	49	71	66	83	99	75	48	75
N=c1c2c(=N)n3c(nc2nc2n1-c1ccccc1Sc1ccccc1-2)sc1cc(Cl)ccc13	27	0.7*	8.6*	7.9*	92	18	26	34
Cc1cccc(/C=C\C(=O)c2ccccc2)c1	97&118	68&95	95&93	101&99	103&104	110&124	101&94	96&87
CCCCc1ccc(Nc2nnc(SCC(=O)NC(=O)NCC)s2)cc1	/	97	115	104	97	101	74	107
COc1cc(C2NC(=O)c3ccccc3N2)ccc1OCCCCCOc1c(OC)cc(C2=NOC(c3cc(OC)c(OC)c(OC)c3)C2)cc1OC (stereo not drawn)	104	99	89	79	103	41	88	100
O=C(O)c1cc(I)ccc1I	111	87	91	119	101	98	100	107
O=C(c1ccccc1)c1ccc2nc(-c3cccc(Cl)c3)[nH]c2c1	115	114	106	116	107	100	103	96
CN(C)S(=O)(=O)c1ncc2[nH]cnc2n1	132	98	98	114	111	106	102	96
S=c1[nH]nc(Nc2cccc3ccccc23)s1	99	104	/	105	98	95	98	108
CC(CC1c2ccccc2CCc2ccccc21)CN(C)C (stereo not drawn)	73	83	82	108	93	93	98	99
Ic1nc(N=Nc2ccccc2)[nH]c1I	108	94	101	100	113	106	96	94
Oc1ccc2ccc(Cl)cc2c1	97	85	95	109	105	98	104	/
Cc1nc2ncccc2nc1Nc1ccc(S(N)(=O)=O)cc1	111	113	88	106	106	102	101	108
CCOc1c(C#N)c(Nc2ccc(S(N)(=O)=O)cc2)c(C#N)c(=O)n1CC(=O)c1ccccc1	119	/	100	102	130	101	101	124
O=C1OC(O)c2cccc3cccc1c23 (stereo not drawn)	126&111	75	93&88	108&114	104&103	99&108	92&104	102&105
CC(=O)Nc1ccc(/C=C/c2ccc([N+](=O)[O-])cc2)cc1	101	76	86	104	105	100	100	87
O=C1NC(=O)C2(C=C(c3ccccc3)C(O)(c3ccccc3)C2)N1 (stereo not drawn)	118	/	89	112	102	101	106	97
O=C1c2cccc3cccc(c23)C(=O)N1CC#Cc1ccc2c3c(cccc13)C(=O)N(CCN1CCNCC1)C2=O	83	112	82	106	92	74	94	141
C[C@H]1c2[nH]c3ccccc3c2C[C@@H]2C(=O)N(Cc3ccccc3)C(=S)N21	102	91	71	109	97	91	98	96
Cc1cc(NC(=O)COCC(=O)O)no1	104	63	97	106	99	106	117	100
CCCCc1c(Nn2cnnn2)no[n+]1[O-]	40	79	39	51	83	55	42	96
Cc1[nH]c(C(=O)Nc2ccc(C(N)=O)c(OC(C)C)c2)c(Cl)c1Cl	92	93	94	120	99	104	97	123
CS(=O)(=O)Oc1ccc(-c2ccc3sccc3c2)cc1	112	101	93	118	112	112	108	102
O=C1OCCN1NCc1ccc([N+](=O)[O-])o1	95	95	97	112	110	110	97	128
NNC(=O)c1ccccc1Nc1ccnc(C(F)(F)F)c1	81	107	97	105	90	102	94	113
C=CC1=C(C)C2=NC1=CC1=NC(=CC3=C(C)C4=C(O)C(C(=O)O)C(=C5NC(=C2)C(C)C5CCC(=O)O)C4=N3)C(CC)=C1C (stereo not drawn)	125	106	101	107	114	99	107	106
COc1ccc(-c2nnn(-c3ccccc3)c2N)cc1OC	112	104	103	111	100	103	102	92
COc1cc(/C=C/c2cc(/C=C/c3cc(OC)c(OC)c(OC)c3)n(-c3cc(F)cc(F)c3)n2)cc(OC)c1OC	98	101	70	98	94	87	89	98
O=C(c1ccccc1)C(C(C(=O)c1ccccc1)N1CCOCC1)N1CCOCC1 (stereo not drawn)	109	97	106	102	110	108	99	97

Nothing new here: 13 of the compounds above.
SMILES	RXF 393	A498	CAKI-1	OVCAR-3	OVCAR-5	ACHN	OVCAR-8	TK-10
O=C1NC(=O)C2(C=C(c3ccccc3)C(O)(c3ccccc3)C2)N1 (stereo not drawn)	118	/	89	112	102	101	106	97
O=C1c2cccc3cccc(c23)C(=O)N1CC#Cc1ccc2c3c(cccc13)C(=O)N(CCN1CCNCC1)C2=O	83	112	82	106	92	74	94	141
C[C@H]1c2[nH]c3ccccc3c2C[C@@H]2C(=O)N(Cc3ccccc3)C(=S)N21	102	91	71	109	97	91	98	96
Cc1cc(NC(=O)COCC(=O)O)no1	104	63	97	106	99	106	117	100
CCCCc1c(Nn2cnnn2)no[n+]1[O-]	40	79	39	51	83	55	42	96
Cc1[nH]c(C(=O)Nc2ccc(C(N)=O)c(OC(C)C)c2)c(Cl)c1Cl	92	93	94	120	99	104	97	123
CS(=O)(=O)Oc1ccc(-c2ccc3sccc3c2)cc1	112	101	93	118	112	112	108	102
O=C1OCCN1NCc1ccc([N+](=O)[O-])o1	95	95	97	112	110	110	97	128
NNC(=O)c1ccccc1Nc1ccnc(C(F)(F)F)c1	81	107	97	105	90	102	94	113
C=CC1=C(C)C2=NC1=CC1=NC(=CC3=C(C)C4=C(O)C(C(=O)O)C(=C5NC(=C2)C(C)C5CCC(=O)O)C4=N3)C(CC)=C1C (stereo not drawn)	125	106	101	107	114	99	107	106
COc1ccc(-c2nnn(-c3ccccc3)c2N)cc1OC	112	104	103	111	100	103	102	92
COc1cc(/C=C/c2cc(/C=C/c3cc(OC)c(OC)c(OC)c3)n(-c3cc(F)cc(F)c3)n2)cc(OC)c1OC	98	101	70	98	94	87	89	98
O=C(c1ccccc1)C(C(C(=O)c1ccccc1)N1CCOCC1)N1CCOCC1 (stereo not drawn)	109	97	106	102	110	108	99	97

New compounds follow:
SMILES	RXF 393	A498	CAKI-1	OVCAR-3	OVCAR-5	ACHN	OVCAR-8	TK-10
CN1C(=O)N(C)C2(c3ccccc3)N(CC(=O)NCCc3ccccc3)C(=O)NC12c1ccccc1 (stereo not drawn)	121	120	88	107	107	105	104	105
C=C1c2nc3ccccc3n2C=C(c2ccccc2)N1Cc1ccc(Cl)cc1	87	108	88	111	102	95	92	103
COc1ccc(-c2nc3ccccn3c2-c2nc3ccc(OC)cc3[nH]2)cc1	93	90	93	85	88	85	/	115
CCC(=O)Oc1ccc(/C(=C(/C)Cc2cccc(OC)c2)c2ccc(OCCN(C)C)cc2)cc1	89	84	91	92	99	99	102	99
Cc1cc(Br)nc2ccc([N+](=O)[O-])cc12	113	106	81	/	103	101	103	110
O=C1N(Cc2ccc(Cl)cc2)c2ccccc2S(=O)(=O)N1c1cccnc1Cl	95	107	101	116	111	111	111	106
N#Cc1nc(-c2ccccc2)oc1N1CCC(c2nc3ccccc3s2)CC1	129	113	/	103	94	106	104	109
C/C(CC(c1ccccc1)c1ccccc1)=N/O	100	91	91	107	93	96	96	92
CC(C)(C#N)c1cc(C(=O)Nc2cc(Nc3ncccc3-c3ncnc4nc[nH]c34)ccc2F)cc(C(F)(F)F)c1	92	-25*	24	70	32	44	49	68
CCCCCCCCCCCCCCCCCCOc1cccc(CC(=O)OCC[N+]2(C)CCOCC2)c1	42	98	71	109	92	99	100	78
NC(=S)N/N=C(/c1ccccc1)c1ccc2nc(-c3ccc(O)cc3)[nH]c2c1	68	66	83	/	91	99	89	115
O=[N+]([O-])c1ccc(Nc2ccc(O)cc2)c([N+](=O)[O-])c1	100&98	89&102	82&92	107&107	111&97	92&97	97&99	105&92
Cc1c(C(N)=O)sc2nc(SCc3nnc(-c4ccccc4)o3)n(Cc3ccccc3)c(=O)c12	104	57	95	93	100	97	95	103
C[C@@H](Oc1cc(-c2cnn(C3CC4(CCNCC4)C3)c2)cnc1N)c1c(F)ccc(Cl)c1Cl	-32*	-6.4*	61	44	28	28	40	/
COC(=O)/C(C#N)=C1/CCC(C(=O)NCc2ccc(Cl)cc2Cl)N1 (stereo not drawn)	108	92	/	109	111	105	105	91
O=c1c2ccccc2sc2cccc(NCCCN3CCN(CCCNc4cccc5sc6ccccc6c(=O)c45)CC3)c12	105	103	93	119	110	107	101	95
CC1(C)[C@@H]2CC[C@@]1(C)/C(=N/O)C2	110	120	107	122	104	111	104	103
COc1ccc(/C(=C2/O[C@@H]([C@H]3COC(C)(C)O3)[C@H]3OC(C)(C)O[C@@H]23)c2cc(OC)c(OC)c(OC)c2)cc1O	/	/	111	58	93	49	96	117
O=C(O)c1cn(C2CC2)c2cc(N3CCN(Cn4nc(-c5ccccn5)oc4=S)CC3)c(F)cc2c1=O	117	/	94	109	106	105	103	99
O=C(CCc1nnc2sc(-c3ccccc3)nn12)c1nc2ccccc2[nH]1	107	80	103	116	116	101	97	108
COc1cc([N+](=O)[O-])c(N)cc1Br	106	104	98	106	106	104	105	108
CC1=CN2C(=NC3=C(CCCC/C3=C\c3ccccc3)C2c2ccccc2)S1 (stereo not drawn)	/	117	96	110	106	100	102	/
O=c1c2cc(F)ccc2sc2c(NCc3ccccc3)nc3ccc(F)cc3c12	105	70	68	101	91	87	95	111
Cn1c(SCC(=O)c2cccs2)nc2ccccc2c1=O	107	64	82	98	109	92	98	177
CC(C)CN1C(=O)c2c(F)c(F)c(F)c(F)c2C1=O	105	110	100	106	97	100	111	96
CSC1=Nc2c(c(C)c(-c3ccccc3)n2CCCN2CCCCC2)C2=NC(=O)C[C@H](C)N12	56	81	67	24	83	67	45	49
COc1cc2c(cc1OC)C(=O)Cc1ccc3c(c1CN(C)CC2)OCO3	/	122	/	/	150	97	101	116
Cc1ccc([N+]2=NOC(=O)C2S(=O)(=O)Nc2ccc(-n3c(-c4cccc(Br)c4)nc4ccccc4c3=O)cc2)cc1 (stereo not drawn)	/	88	91	94	111	94	90	143
Cc1nc(Nc2ccc(Br)cc2)sc1C(=O)O	60	47	63	64	91	71	56	73
CC(=O)c1c(C)nc(SCC(=O)Nc2ccc(Br)cc2)n1-c1ccc(Cl)cc1	59	84	79	101	93	75	80	95
COc1cccc(-c2nn(-c3ccccc3)cc2-c2ccnc(N3CCOCC3)c2)c1	98	72	81	95	95	84	97	92
c1ccc2c3c(ccc2c1)C[C@H]1C[C@@H](c2ccoc2)N3O1	95	63	89	111	99	110	98	94
COc1ccc2[nH]c(O)c(/C=c3/cc4c(c(-c5ccc(F)c(OC)c5)n3)=Nc3ccccc3-4)c2c1	-75*	70	88	-34*	94	52	60	87
Nc1nc(C=O)c(CCCCc2ccccc2)c(=O)[nH]1	113	102	97	97	99	110	111	107
Cc1ccc2nc(C)c(-c3nnc(SCc4ccccc4[N+](=O)[O-])o3)n2c1	100	83	88	102	102	91	94	102
COc1cc(/C=C/c2cc(/C=C/c3ccc(O)c(OC)c3)n(-c3ccc(F)c(Cl)c3)c(=O)n2)ccc1O	106	98	83	94	115	93	83	103
CCN(CC)c1cc(C)c(Cc2c(OC)ccc3ccccc23)cc1C	101	97	93	106	102	99	97	96
CN1CCc2c(sc3ncnc(N/N=C/c4ccc(F)cc4)c23)C1	73	/	89	/	97	101	100	154
Clc1ccccc1C1Nc2ccccc2-n2cccc21 (stereo not drawn)	121	88	68	115	101	99	100	100
